Compound activity: PubChem, Dana-Farber Cancer Institute and Novartis Institutes for BioMedical Research (Cambridge, Mass)
OTUD3 block = human OTUD3 deubiquitinase inhibition. inhibition, % at 25 µM. purified OTUD3, Ub-rhodamine fluorescence, 2 h. AID 1645858. Q5T2D3. 47,000 tested, 0.7% active
USP30 inh = inhibitors of human USP30 deubiquitinase | inhibition, % at 25 µM | purified USP30, Ub-rhodamine cleavage fluorescence | 47,000 tested, 5.3% active
USP17 inh = human USP17-like deubiquitinase inhibition; A8MUK1; AID 1645855; inhibition, % at 50 µM; purified USP17, Ub-rhodamine cleavage fluorescence, 3 h; 47,000 tested, 6.5% active
USP10 inh = human USP10 deubiquitinase inhibition; Q14694; purified USP10, Ub-rhodamine fluorescence, 60 min; inhibition, % at 20 µM; 47,000 tested, 1.1% active
USP8 block = inhibitors of human USP8 deubiquitinase; P40818; purified USP8, Ub-rhodamine cleavage fluorescence, 30 min; inhibition, % at 20 µM; 47,000 tested, 4.2% active; AID 1645853
Target sequence (P40818 whole entry, looked up): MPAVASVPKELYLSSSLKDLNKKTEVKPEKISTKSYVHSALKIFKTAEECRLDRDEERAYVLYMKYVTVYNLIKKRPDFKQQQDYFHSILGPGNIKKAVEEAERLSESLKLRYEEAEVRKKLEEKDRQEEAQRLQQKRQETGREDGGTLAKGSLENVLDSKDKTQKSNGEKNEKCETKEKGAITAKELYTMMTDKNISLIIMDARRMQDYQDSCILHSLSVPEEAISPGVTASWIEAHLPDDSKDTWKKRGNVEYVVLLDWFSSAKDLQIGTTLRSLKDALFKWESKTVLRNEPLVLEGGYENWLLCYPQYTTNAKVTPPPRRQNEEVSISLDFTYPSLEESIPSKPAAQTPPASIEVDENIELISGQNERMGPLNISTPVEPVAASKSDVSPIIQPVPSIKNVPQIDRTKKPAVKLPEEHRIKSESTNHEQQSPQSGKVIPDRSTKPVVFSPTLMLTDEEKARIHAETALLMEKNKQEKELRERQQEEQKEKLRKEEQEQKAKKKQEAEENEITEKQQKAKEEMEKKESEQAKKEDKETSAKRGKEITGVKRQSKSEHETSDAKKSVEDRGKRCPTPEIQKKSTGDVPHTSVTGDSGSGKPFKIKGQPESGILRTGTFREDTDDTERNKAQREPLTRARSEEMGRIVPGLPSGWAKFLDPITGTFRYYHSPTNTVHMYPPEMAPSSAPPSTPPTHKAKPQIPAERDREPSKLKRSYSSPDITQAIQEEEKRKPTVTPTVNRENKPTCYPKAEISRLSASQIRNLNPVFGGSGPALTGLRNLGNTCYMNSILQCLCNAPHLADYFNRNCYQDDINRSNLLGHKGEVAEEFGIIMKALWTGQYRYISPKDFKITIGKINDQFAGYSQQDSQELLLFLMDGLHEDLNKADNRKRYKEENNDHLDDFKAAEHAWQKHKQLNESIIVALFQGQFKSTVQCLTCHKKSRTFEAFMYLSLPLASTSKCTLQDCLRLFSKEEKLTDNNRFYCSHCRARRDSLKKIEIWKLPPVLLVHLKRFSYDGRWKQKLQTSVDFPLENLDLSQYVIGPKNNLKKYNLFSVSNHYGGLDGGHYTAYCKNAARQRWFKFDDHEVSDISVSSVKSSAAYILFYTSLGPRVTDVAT
UCHL1 block = inhibitors of human UCHL1 deubiquitinase | P09936 | purified UCHL1, Ub-rhodamine cleavage fluorescence | inhibition, % at 20 µM | 47,000 tested, 0.2% active
USP28 block = inhibitors of human USP28 deubiquitinase; Q96RU2; purified USP28, Ub-rhodamine cleavage fluorescence, 30 min; inhibition, % at 25 µM; 47,000 tested, 3% active; AID 1645857
USP7 block = inhibitors of human USP7 deubiquitinase | inhibition, % at 20 µM | 47,000 tested, 0.3% active | AID 1645854 | purified USP7, Ub-rhodamine cleavage fluorescence | Q93009
* = called active by the depositor; . = no result given. Cut-off read from the data, not from the text of the source: active = inhibition above about 30%; inactive = the rest. The order is random; 13% or so of the library scored in one or more.

OTUD3 block	USP30 inh	USP17 inh	USP10 inh	USP8 block	UCHL1 block	USP28 block	USP7 block	structure
-13	-42	4	-7	-6	-9	-10	-8	O=C(Cn1c(=O)c2c(ncn2C2CCCC2)n(Cc2ccccc2)c1=O)N1CCc2ccccc21
-1	1	-6	1	0	2	3	2	COc1ccc(CC(=O)Nc2cc(S(=O)(=O)N3CCOCC3)ccc2N2CCOCC2)cc1
-3	-33	-41	-4	-156	-3	-33	-5	COc1cc(CNc2ncc(-c3cccc([N+](=O)[O-])c3)n2C)cc(OC)c1O
-10	0	-14	-1	2	-1	-9	0	O=C(c1cccc(S(=O)(=O)N2CCCC2)c1)N1CCN(c2ccccc2F)CC1
0	-29	-1	-3	7	-3	-5	0	CCn1cc(-c2cc(C(=O)N3CCCC3c3ccc4c(c3)OCCCO4)no2)cn1 (stereo unspecified)
9	-13	-50	0	28	3	31*	-11	COC(=O)C1CCN(C(=O)CC[C@H]2CNC(=O)[C@@H]3[C@@H](CCN3C3CCCCC3)N2C)CC1
-12	-25	-11	0	-19	-2	-4	0	COc1ccc(S(=O)O)c(OC)c1C
14	7	4	0	1	-1	11	4	O=C(CCc1ccccc1)N1CC2(CCN(S(=O)(=O)c3ccccc3)C2)C1
-20	-18	-18	4	-11	5	-7	-39	Cc1oc(-c2ccc(Cl)cc2)cc1C(=O)NCc1ccccn1
-6	-15	-17	-3	-7	-5	-10	.	O=C(Cc1ccc(F)cc1)Nc1ccc(N2CCOCC2)cc1
9	-1	1	0	-96	0	4	1	N[C@@H]1CC[C@H](O)[C@@H](N2CCN(c3ccccc3)CC2)[C@@H]1O
8	22	-1	-2	-3	0	3	-1	COc1cccc(Cn2c(N3CCOCC3)nc3c2c(=O)n(C)c(=O)n3C)c1
6	-33	-9	-5	-80	-1	2	-20	CC(C)N1CCN(C(=O)CCC2CCCN(c3cc(NC4CC4)ncn3)C2)CC1 (stereo unspecified)
-11	-1	-6	2	-27	0	3	-2	COc1cc(-c2ccno2)ccc1S(=O)(=O)Nc1ccc(F)cc1C
7	13	3	3	9	1	10	3	CNC(=O)c1c2n(c3ncccc13)CCN(C(=O)c1ccc(F)cc1)C2
-10	-23	12	0	0	-3	-8	2	CC(C)C1Cc2c(sc3nc(SCc4c(Cl)cccc4Cl)nc(N)c23)CO1 (stereo unspecified)
0	10	-9	-4	10	3	35*	-44	N#Cc1ccc(COc2ncnc3scc(-c4ccccc4)c23)cc1
-2	1	0	6	-5	0	-4	0	CCc1noc(-c2ccc(SCC(=O)NC3CCCCC3)nc2)n1
9	16	18	5	31*	9	8	16	O=C1C(NS(=O)(=O)Cc2ccc(Cl)cc2)CCN1c1ccccc1 (stereo unspecified)
13	7	18	-2	23	-13	11	-17	COc1ccc(CN2C(=O)C3=C(CCCC3)C2OC)cc1 (stereo unspecified)

Laid out differently: three of the compounds above
| Compound | OTUD3 block | USP30 inh | USP17 inh | USP10 inh | USP8 block | UCHL1 block | USP28 block | USP7 block |
| --- | --- | --- | --- | --- | --- | --- | --- | --- |
| COC(=O)C1CCN(C(=O)CC[C@H]2CNC(=O)[C@@H]3[C@@H](CCN3C3CCCCC3)N2C)CC1 | 9 | -13 | -50 | 0 | 28 | 3 | 31* | -11 |
| COc1ccc(S(=O)O)c(OC)c1C | -12 | -25 | -11 | 0 | -19 | -2 | -4 | 0 |
| O=C(CCc1ccccc1)N1CC2(CCN(S(=O)(=O)c3ccccc3)C2)C1 | 14 | 7 | 4 | 0 | 1 | -1 | 11 | 4 |

Given field by field: four of the compounds above
mol: CNC(=O)c1c2n(c3ncccc13)CCN(C(=O)c1ccc(F)cc1)C2
  OTUD3 block: 7
  USP30 inh: 13
  USP17 inh: 3
  USP10 inh: 3
  USP8 block: 9
  UCHL1 block: 1
  USP28 block: 10
  USP7 block: 3
mol: CC(C)C1Cc2c(sc3nc(SCc4c(Cl)cccc4Cl)nc(N)c23)CO1 (stereo unspecified)
  OTUD3 block: -10
  USP30 inh: -23
  USP17 inh: 12
  USP10 inh: 0
  USP8 block: 0
  UCHL1 block: -3
  USP28 block: -8
  USP7 block: 2
mol: N#Cc1ccc(COc2ncnc3scc(-c4ccccc4)c23)cc1
  OTUD3 block: 0
  USP30 inh: 10
  USP17 inh: -9
  USP10 inh: -4
  USP8 block: 10
  UCHL1 block: 3
  USP28 block: 35*
  USP7 block: -44
mol: CCc1noc(-c2ccc(SCC(=O)NC3CCCCC3)nc2)n1
  OTUD3 block: -2
  USP30 inh: 1
  USP17 inh: 0
  USP10 inh: 6
  USP8 block: -5
  UCHL1 block: 0
  USP28 block: -4
  USP7 block: 0

Next section.
OTUD3 block	USP30 inh	USP17 inh	USP10 inh	USP8 block	UCHL1 block	USP28 block	USP7 block	structure
-12	-42	-16	-9	-51	-11	-16	-8	C=C(C)C#CC1=C[C@@H](O)[C@H]2O[C@H]2[C@@H]1O
16	32*	44*	17	25	3	15	10	CCOc1ccc(Nc2cc(C(=O)NCCC3=CCCCC3)c3ccccc3n2)cc1
8	22	8	-1	-2	2	1	3	Clc1ccc(-c2cnc3sc(NCCc4ccccn4)nn23)cc1
5	2	.	1	5	2	10	4	O=C(CCCOc1ccc(Cl)cc1Cl)N(CC1CCCO1)c1nc2ccccc2s1 (stereo unspecified)
4	9	6	-1	11	0	1	1	COc1ccc(CNC(=O)C2c3ccccc3CCN2C(C)=O)cc1OC (stereo unspecified)
-1	30	16	37*	54*	-3	14	5	CCOC(=O)c1cc2c(ccn2-c2ccc(F)cc2)n1CC(=O)Nc1ccc2c(c1)OCCO2
-7	-3	0	0	-1	-1	-6	4	CC(=O)N1C[C@@H]2C[C@@]3(C)[C@H](CCCC[C@@H]13)N2S(=O)(=O)c1cccnc1
0	-10	8	-2	8	5	80*	-2	Cc1cc(C)n(-c2cccc(C(=O)Nc3ccc4c(c3)CCN4S(C)(=O)=O)c2)n1
-8	-6	-3	-1	3	2	2	-2	Cn1c(CNC(=O)C2CCC2)nc2c1CN(C(=O)Nc1ccc(C(F)(F)F)cc1)CC2
6	22	28	0	-23	0	14	-2	O=S(=O)(c1ccccc1)N1CCN(c2cc(-c3cccnc3)[nH]n2)CC1
6	21	10	0	17	0	13	3	O=S1(=O)C[C@H](NCCc2ccc(F)cc2)[C@@H](S(=O)(=O)c2ccccc2)C1
4	35*	23	10	20	0	11	7	O=C(Nc1nnc(CCc2ccccc2)s1)C(=O)c1c[nH]c2ccccc12
1	-4	-6	-4	3	-2	-4	-7	COc1cccc(-n2c(Cc3cc(=O)[nH]c(=O)[nH]3)nnc2SCC(=O)Nc2cc(C)ccc2C)c1
11	7	9	-1	17	2	8	4	COc1ccc(-c2c(C(=O)O)sc3c2NC(=O)CC3c2cccnc2)cc1 (stereo unspecified)
-43	-192	-68	-2	-59	-12	-75	-11	CCN1[C@H]2CCN(Cc3ccccn3)CC[C@@H]2Oc2ccccc2S1(=O)=O
-13	-15	-9	-1	-15	-3	-19	-3	COc1ccc(-c2cc(C(F)F)n3ncc(C(=O)N(C)Cc4c(C)nn(C)c4C)c3n2)cc1
9	1	-6	0	-6	1	10	5	Cc1ccc(C(=O)NCc2ccc(C(=O)Nc3ccccc3C)o2)cc1
2	1	0	4	-15	1	4	9	CC(C)N1CCOCC2(CCCN(C(=O)c3ccc4ncccc4c3)C2)C1 (stereo unspecified)
10	-3	3	1	1	4	0	7	CCCCNc1cc(C)nc2nc(-c3cccnc3)nn12
-3	-13	-17	-1	-10	-1	-12	-4	O=C(C1CCOCC1)N1CCCCCC1C1CCN(c2cnc3ccccc3n2)CC1 (stereo unspecified)
-26	-117	-36	-5	-20	-8	-30	-18	O=C(NCC1CCCO1)c1ccccc1N1C(=O)[C@@H]2Cc3c([nH]c4ccccc34)C(c3ccc(F)cc3)N2C1=O (stereo partly specified)
11	12	13	-1	17	1	3	5	COc1ccc(C(=O)N2CCC[C@H](Cn3nnc(-c4cccnc4)n3)C2)cc1
-14	-22	-2	-2	14	-2	-6	1	Cc1ccccc1NC(=O)COc1coc(CN2CCc3ccccc3C2)cc1=O
13	26	9	1	3	-1	4	3	CCC(CC)C(=O)N1CCC2(CC1)COCCN(c1ncccn1)C2
1	-7	-1	-7	0	-3	-5	1	Nc1ncc(CN2CCC3(CC2)Nc2ccccc2C2=NCCN23)cn1
13	27	18	3	26	0	16	3	O=C(c1cnn2cccnc12)N1CCn2c(nnc2C2CC2)C1
-2	-14	-11	-3	-16	-3	-12	-5	Cn1nccc1C(=O)N1CC[C@]2(C)[C@H]1CCCCC(=O)N2Cc1ccc(C(F)(F)F)cc1
12	31*	44*	3	3	1	11	0	O=C(COc1ccccc1)NCc1csc(-c2ccccc2)n1
-6	0	0	0	2	0	-6	0	COc1ccc2c(c1)CC(C(=O)Nc1c(C)cccc1C)CO2 (stereo unspecified)
8	14	-32	7	-14	4	2	5	Cc1[nH]c2ccc(F)cc2c1CCNC(=O)c1cc2cc([N+](=O)[O-])ccc2oc1=O
-5	10	4	5	6	3	-1	1	CCc1ccc(NC(=O)C2CN(S(C)(=O)=O)c3ccccc3O2)cc1 (stereo unspecified)
9	15	9	2	10	2	4	6	C[C@H]1C(=O)N(C)[C@@H]2CCN(S(=O)(=O)c3ccc(F)cc3)[C@@H]2C(=O)N1C
-2	-3	0	-2	-1	-3	-4	-103	COc1ccc2nc(N3CCN(C(=O)C4CCCCC4)CC3)sc2c1
-5	7	17	4	1	1	-5	0	Cc1ccccc1CSc1ccc2nnc(-c3ccncc3)n2n1
0	1	-23	7	-1	0	-1	4	Cc1ccccc1N1CCN(Cc2c(C#N)c3ccccc3n2C)CC1
3	18	5	0	15	2	2	1	COc1ccccc1Nc1ncc(C(C)=O)c(C)n1
3	9	3	4	5	1	-2	0	O=C(Nc1ccc(F)cc1)c1cccc(-n2cnnn2)c1
5	24	27	1	19	4	10	4	COCCn1c(=O)[nH]c2cc(-c3nc(-c4ccccc4C)no3)ccc2c1=O
2	2	-1	0	-40	2	3	4	Cc1cc(-c2ncc[nH]2)nc(C2CCCN2C(=O)Cc2cccnc2)n1 (stereo unspecified)
5	10	4	3	-5	1	-3	-19	O=C(CSc1ncnc2c1nnn2Cc1ccccc1)NC1CCCC1
2	11	10	2	9	1	-1	1	Cc1cc(Nc2ccc3c(c2)OCCO3)n2ncnc2n1
-11	-35	-15	0	-3	-2	-26	-1	O=C(c1ccc(Cl)cc1)N1CCC2(CC1)NCCc1[nH]cnc12
18	34*	21	7	14	7	23	2	COc1ccc(Cl)cc1N(C)C(=O)c1noc2c1CCc1sccc1-2
15	-13	0	1	25	1	4	-7	Cc1nc(Nc2ncccn2)cc(C2CCCN2S(C)(=O)=O)n1 (stereo unspecified)
-17	-70	-31	-9	-63	-14	-27	-15	COc1cc(/C=C\C(=O)Nc2c3c(nn2-c2ccc(F)cc2)CS(=O)(=O)C3)cc(OC)c1OC
-2	-15	17	2	13	7	12	-2	CCc1ccc(OC)c(S(=O)(=O)Nc2ccc3c(c2)N(S(=O)(=O)CC)CCC3)c1
-1	-5	-3	0	-11	-1	-1	1	CC(C)NC(=O)c1cc2c(nc1N(C)C)CCN(c1ncccn1)CC2
3	-29	-13	-1	-17	7	3	0	Cc1onc(-c2ccccc2)c1CNS(=O)(=O)c1ccc2c(c1)OCCN2C
-43	-86	-2	-5	0	-9	-39	-2	O=C(Cn1cc(C(=O)c2ccc(Cl)cc2)c(=O)c2cc(F)ccc21)Nc1ccc(F)c(F)c1
-13	-25	-14	-3	-90	-2	-10	0	O=C(NCCN1CCOCC1)c1nc2c(o1)CN(CC1CC1)C2

Continued:
OTUD3 block	USP30 inh	USP17 inh	USP10 inh	USP8 block	UCHL1 block	USP28 block	USP7 block	structure
16	21	0	1	-11	2	0	0	O=C1COc2ccccc2C/C=C/CC2(CCN(C(=O)c3cccnc3)CC2)CN1
0	5	4	-3	-4	-4	0	-5	CC1CCN(S(=O)(=O)c2ccc(-c3nnc(C(=O)N4CCN(C)CC4)o3)cc2)CC1
6	-1	2	0	10	-1	23	-3	O=C1Nc2cc(C(F)(F)F)ccc2Oc2ccsc21
8	12	9	3	22	4	10	4	Cc1cccc(C)c1N1CC(O)c2ccccc2S1(=O)=O (stereo unspecified)
6	18	2	-1	1	1	10	3	CCN1CC2(CC1=O)CN(C(=O)C(C)C)CCN(S(=O)(=O)c1ccccc1)C2 (stereo unspecified)
-3	-16	-5	3	2	-1	-8	2	CC(C)Sc1nc(N2CCCC2)c2c3c(sc2n1)COC(C)(C)C3
-1	-9	-9	-2	-10	-5	-4	1	O=C(Cc1ccc(F)cc1)N1CCN(C(=O)c2cc(-c3cccnc3)n[nH]2)CC1
-1	-27	39*	24	11	-4	15	2	Cn1c(O)c(C2=Nc3ccccc3SC(c3cccc(O)c3)C2)c(=O)[nH]c1=O (stereo unspecified)
3	12	0	2	-4	1	6	0	COc1ccc(NC(=O)Cn2c(-n3nc(C)cc3C)nc3c(c2=O)CCC3)cc1
16	25	14	2	4	4	10	-4	Cc1cc(-c2cnc(C(C)C)nc2-c2ccc(CNC(=O)c3cccnc3)cc2)on1
7	19	-1	-1	2	5	-2	-7	Cn1nc(-c2nc(-c3ccccc3)no2)c2c1CCN(C(=O)C1(c3ccccc3)CC1)C2
-11	-39	-3	5	-3	1	-3	-4	Cc1ccccc1NC(=O)N1CCC2(CC1)Nc1cc(F)ccc1-n1cccc12
